# NR2E3 ag-1: activates human photoreceptor nuclear receptor NR2E3 | Q9Y5X4 | GST-NR2E3/biotin-RetCOR TR-FRET, 1536-well | inhibition of corepressor binding, % at 4.78 µM | 0.12% of 320,000 active | AID 2300;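 active = percent inhibition above the cutoff of mean plus 3 SD of all tested compounds, set per screening campaign, cut at about 20% in these data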;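 note: 0% = DMSO wells and 100% = biotin wells as full block of FRET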
# Target sequence (Q9Y5X4 whole entry, looked up): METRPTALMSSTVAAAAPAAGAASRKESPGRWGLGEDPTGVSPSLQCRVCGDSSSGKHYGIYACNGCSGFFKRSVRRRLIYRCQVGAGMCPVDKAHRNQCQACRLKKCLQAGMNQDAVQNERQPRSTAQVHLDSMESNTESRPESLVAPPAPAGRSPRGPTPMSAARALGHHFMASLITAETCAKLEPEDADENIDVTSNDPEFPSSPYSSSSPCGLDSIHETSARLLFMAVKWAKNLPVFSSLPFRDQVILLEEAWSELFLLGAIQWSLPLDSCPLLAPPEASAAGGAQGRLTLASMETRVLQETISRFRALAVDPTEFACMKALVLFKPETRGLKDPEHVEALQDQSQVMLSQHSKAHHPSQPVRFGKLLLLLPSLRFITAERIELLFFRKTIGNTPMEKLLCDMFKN
#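 System: GST-tagged NR2E3 plus biotinylated RetCOR corepressor; Buffer or medium: pH 7.5 Tris-based buffer; Probe or stimulus: RetCOR corepressor, biotinylated, 7 nM; Doses: compound at 4.8 µM, single dose; Schedule: 5 h incubation at 4 °C; Technique: time-resolved FRET; Evaluation: percent inhibition of TR-FRET ratio; Replication: one well per compound, singlicate testing.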
# Peg3 prom inh: reduces Peg3 promoter-driven luciferase expression in HeLa; HeLa PEG-Prom luciferase reporter, luminescence, overnight; inhibition, % at 20 µM; 1.7% of 360,000 active; AID 588405;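 active = inhibition of at least 50% at 20 µM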
# LMP1 NFkB inh: inhibitors of Epstein-Barr LMP1-induced NF-kappaB reporter. 0.69% of 350,000 active. inhibition, % at 12.5 µM. LMP1-induced NF-kappaB luciferase reporter cells, luminescence. AID 504558; in the data active = inhibition above about 41%;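 note: 0% = neutral control wells and 100% = reference inhibitor control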
# Shn3 3UTR inh: inhibitors of Schnurri-3 3'UTR reporter in osteoblasts; Clone20 osteoblast Shn3 3'UTR firefly luciferase, 24 h; inhibition, % at 12.5 µM; 0.52% of 360,000 active; AID 588674;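 active = mean inhibition of at least 75% with every replicate also reaching 75%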;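 note: 0% = median of neutral control wells and 100% = pilot-screen positive control compound; some compounds past the cut are filed as inactive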
# KKLEB tox: CF airway cell cytotoxicity counter-screen | KKLEB CF airway cells viability, ATPlite luminescence, overnight; stronger effect = lower value; cells stimulated with P. aeruginosa culture filtrate | activity change (cytotoxicity), % at 5 µM | 0.36% of 360,000 active;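 active = corrected activity change at or below -50% at 5 µM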
# C8 TRAIL sens: sensitizes caspase-8 expressing cells to TRAIL; NB7+C8 cells + TRAIL, ATPlite viability luminescence; inhibition (viability loss, TRAIL sensitization), % at 10 µM; 1% of 360,000 active; AID 624354;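 active = compounds causing at least 50% loss of cell viability in the single-dose screen, relative to plate controls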
# CF NFkB inh: inhibitors of cystic fibrosis induced NF-kB; KKLEB NF-kB-GFP reporter, PAF-induced, GFP fluorescence overnight; inhibition, % at 5 µM; 0.86% of 360,000 active;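 active = at least 50% inhibition at 5 µM, scaled per plate between neutral and stimulator controls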;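 note: PAF is a Pseudomonas aeruginosa culture filtrate used as stimulus; plate controls were PAF-stimulated DMSO wells for no effect and unstimulated DMSO wells for full effect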
# hiPSC survival: increases survival of single human iPS cells; hiPSC single-cell survival, ATPlite luminescence; 100% = ROCK inhibitor wells, 0% = DMSO; survival enhancement, % at 20 µM; 0.044% of 360,000 active; AID 602274; in the data active = survival enhancement above about 18%;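 note: cells exposed to compounds for 16 hours before the ATP read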
# TRPM1 prom inh: MITF TRPM1 promoter inhibition in SK-MEL-5 cells. 0.83% of 330,000 active. SK-MEL-5 TRPM1 promoter luciferase, 24 h. AID 488899. inhibition, % at 12.5 µM;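 active = mean inhibition across replicates of 60% or more, whatever share of single replicates reaches that level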; note: values of inactives mirror those of a sister screen read the other way
# HIF-2a inh: HIF-2a inhibition; 786-0 RCC cells HIF-2a reporter, luciferase luminescence, overnight; inhibition, % at 18.8 µM; 0.72% of 360,000 active; AID 624352;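 active = inhibition of the luminescence signal of 40% or more relative to plate controls, in a single-dose primary screen at 18.75 µM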
# NR2E3 ag-2: agonists of human NR2E3 nuclear receptor. Q9Y5X4. CHO-S Gal4-NCOR/VP16-NR2E3 two-hybrid, luciferase. inhibition of corepressor binding, % at 3.98 µM. 0.35% of 360,000 active. AID 602229;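 active = inhibition above the mean of all tested compounds plus 3 SD, cut at about 70% in these data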;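 note: 0% = DMSO with NR2E3 transfected cells and 100% = cells lacking NR2E3 construct; higher means lower luciferase signal from less NR2E3 corepressor binding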
# Starred values were filed as active, the others as inactive; . = no result given. Not all compounds are listed, so the mix of outcomes need not match the whole.
SMILES,NR2E3 ag-1,Peg3 prom inh,LMP1 NFkB inh,Shn3 3UTR inh,KKLEB tox,C8 TRAIL sens,CF NFkB inh,hiPSC survival,TRPM1 prom inh,HIF-2a inh,NR2E3 ag-2
C=CCn1c(SCC(=O)c2ccc(O)c(O)c2)nnc1-c1cccc(C)c1,1,11,-10,20,-17,12,-1,7.1,5,-5,-8
O=C(O)[C@@H]1CCCN1C(=O)c1ccco1,1,9,-21,-24,-8,-3,14,0.9,-2,-4,6
COc1cccc(Nc2nnc(SCN3C(=O)c4ccccc4C3=O)s2)c1,0,-42,-12,-5,-22,-6,12,5.7,-9,-64,-42
COC(=O)C1SCC2C(=O)N(Cc3ccc(Cl)cc3)CC(=O)N21 (stereo unspecified),3,18,3,-18,-7,5,-2,-0.1,0,3,2
Cc1ccc(-c2nnn(CC(=O)NCCc3ccc4c(c3)OCO4)n2)o1,-2,8,1,.,9,-20,-15,-2.0,-14,2,-13
O=C(N/N=C/C1CC2CCC1C2)C1CC1 (stereo unspecified),0,0,3,1,11,1,-16,-0.4,5,0,-34
CCC(=O)NC(=S)Nc1ccc(S(=O)(=O)NC2CCCCC2)cc1,-1,14,-2,9,-19,-2,12,-0.4,11,14,7
CCS(=O)(=O)Nc1cc(OC)c(OC)cc1Cc1nccc2cc(OC)c(OC)cc12,0,0,0,-1,-13,3,6,-0.1,10,2,-11
O=C(COc1ccc(S(=O)(=O)N2CCCCC2)cc1)N1CCCCCC1,-1,10,-6,7,-3,-17,2,-1.6,1,10,21
CCCCc1nc(N)c(C#N)c(-c2ccco2)c1CCC,1,18,-9,1,-24,1,38,-0.3,14,14,-32
Cc1cc(C(=O)CSc2ncccn2)c(C)n1-c1cccc(F)c1,1,-277,-17,-44,5,31,-8,-1.0,-32,-201,-115
COc1ccc(S(=O)(=O)N2CCCCC2)cc1NC(=O)CN(C)C1CCCCC1,-5,23,12,12,-4,5,-9,-0.1,16,19,5
CC(=O)NC(c1cccc(F)c1)c1nc(-c2ccccc2)cs1 (stereo unspecified),.,-16,.,-5,6,-14,-36,16,.,-32,25
CC(C)Cc1csc(NC(=O)c2ccccc2Cl)c1C(=O)O,0,7,5,-31,5,-3,7,6.6,10,-6,-2
O=C(Nc1ccc2c(c1)OCCO2)C(=O)c1c[nH]c2ccccc12,-2,-124,30,-64,-43,82*,-3,-0.5,-34,-137,-293
CC1=[N+]([O-])C(C)(C)C(c2ccc(Br)cc2)=[N+]1[O-],-1,-4,1,12,5,2,7,0.4,2,7,1
O=C(NC1CCCC1)C(c1ccncc1)N(C(=O)c1csnn1)c1cccc(Cl)c1 (stereo unspecified),1,-6,-5,13,-9,2,-2,-0.1,1,-8,13
CCS(=O)(=O)N1Cc2ccccc2CC1C(=O)Nc1nc2ccc(F)cc2s1 (stereo unspecified),1,-249,-8,-109,13,6,-18,0.2,-3,-218,-71
CC(=O)Nc1cccc(-c2csc(Nc3ccc(C)cn3)n2)c1,4,-195,-44,-28,-15,64*,-37,-2.4,-117,-197,-127
NC1=NC(=O)/C(=C/c2cn(CCC(=O)O)nc2-c2ccc(F)cc2)S1,-2,6,28,-25,3,-7,-18,0.6,7,11,-24
COc1ccc(NC(=O)c2sc(SCc3ccccc3)nc2N)cc1,-1,-4,-1,-5,1,-10,-15,-2.4,1,-47,-14
CC1(NC(=O)Cn2cc(C(F)(F)F)ccc2=O)CCS(=O)(=O)C1 (stereo unspecified),0,1,-2,-13,-7,-4,12,0.1,0,1,-15
Cc1cc2nccnc2cc1C,.,6,2,-4,2,-2,30,3.6,-5,-15,-1
Nc1nc(SCc2ccccc2)c2ncn(C3OC(CO)C(O)C3O)c2n1 (stereo unspecified),.,-30,7,8,-16,3,-5,1.7,3,-25,-56
Cc1coc2c(C)c3oc(=O)c(CCC(=O)NCCC(=O)O)c(C)c3cc12,0,-2,2,-5,2,1,-13,0.8,2,15,-5

# A few values from the results shown:
# KKLEB tox with O=C(NC1CCCC1)C(c1ccncc1)N(C(=O)c1csnn1)c1cccc(Cl)c1 (stereo unspecified) is entered as -9
# NR2E3 ag-1 with Cc1coc2c(C)c3oc(=O)c(CCC(=O)NCCC(=O)O)c(C)c3cc12 is entered as 0
# TRPM1 prom inh with CC(=O)Nc1cccc(-c2csc(Nc3ccc(C)cn3)n2)c1 is entered as -117
# NR2E3 ag-1 with CCS(=O)(=O)Nc1cc(OC)c(OC)cc1Cc1nccc2cc(OC)c(OC)cc12 is entered as 0

# An excerpt from above, showing only HIF-2a inh, hiPSC survival and Peg3 prom inh:
compound | HIF-2a inh | hiPSC survival | Peg3 prom inh
CC(=O)Nc1cccc(-c2csc(Nc3ccc(C)cn3)n2)c1 | -197 | -2.4 | -195
NC1=NC(=O)/C(=C/c2cn(CCC(=O)O)nc2-c2ccc(F)cc2)S1 | 11 | 0.6 | 6

# Further compounds.
SMILES,NR2E3 ag-1,Peg3 prom inh,LMP1 NFkB inh,Shn3 3UTR inh,KKLEB tox,C8 TRAIL sens,CF NFkB inh,hiPSC survival,TRPM1 prom inh,HIF-2a inh,NR2E3 ag-2
CCN(CC)CCNS(=O)(=O)c1ccc(Cl)cc1,5,3,6,-15,-26,-19,-6,5.7,13,9,-19
CC(=O)Nc1ccc(S(=O)(=O)N2CCN(C(=O)N3CCOCC3)CC2)cc1,1,3,0,5,4,-17,-15,4.6,0,10,-2
CC(C)CNC(=S)NC(=O)c1ccc([N+](=O)[O-])cc1,5,-70,-8,-21,13,-3,19,-2.4,-8,-86,-20
CC(NC(=O)c1ccc(C(C)(C)C)cc1)C(=O)O (stereo unspecified),6,6,3,0,11,-2,1,-1.2,4,0,3
COc1ccc(Nc2nc3c(C)cccc3cc2C#N)cc1,2,-24,7,6,2,-2,-26,-0.4,-3,-16,5
Cc1ccc2[nH]c(=O)c(CN(C)C(=O)c3cccs3)cc2c1,1,-33,-3,7,-4,-2,3,-0.6,-14,-54,-15
O=C(NC(=S)Nc1ccccc1)c1ccc(Br)o1,0,-216,-20,-63,14,-9,-7,0.7,-50,-253,-27
CC(=O)Oc1ccc2occ(C(=O)c3ccccc3)c2c1,0,-307,.,.,21,2,-17,0.9,.,-37,-126
CCn1cc(C(=O)OCC(=O)N(C)Cc2ccccc2)c(=O)c2ccc(C)nc21,2,15,4,-78,-8,-13,-7,0.5,10,11,-13
CCOC(=O)N1CCN(C(=O)COC(=O)c2cc(Cl)c(O)c(Cl)c2)CC1,-2,15,4,-2,2,-22,0,-0.8,4,15,-19
COc1ccc(NC(=O)c2ccco2)cc1NC(=O)c1cccs1,-3,3,12,-2,0,-7,-11,1.6,-4,-9,-36
Cc1csc(NC(=O)c2cc(C)nc3ccccc23)n1,0,2,-9,8,8,-4,-4,2.7,10,6,-2
Cc1cccc(NC(=O)c2ccc(-n3cccn3)c([N+](=O)[O-])c2)c1,-3,-59,-3,1,-1,10,-2,14,-16,-73,-14
COc1ccc2c(c1)C1NC(=S)N[C@@](C)(O2)C1C(=O)Nc1ccccc1 (stereo partly specified),1,5,-6,-2,1,13,1,-0.5,4,16,-2
CC(=O)c1ccccc1OC(=O)CCN1C(=O)C2C3C=CC(C4CC34)C2C1=O (stereo unspecified),6,4,3,-14,3,14,-4,2.1,-28,8,-12
NC(=O)c1ccsc1NC(=O)COC(=O)/C=C/c1ccc([N+](=O)[O-])cc1,-1,17,0,0,-4,16,13,-0.3,9,6,-9
O=C(CSc1nc(=O)n2ccccc2n1)N1N=C(c2cccs2)CC1c1ccc(F)cc1 (stereo unspecified),1,28,3,11,-20,6,20,-0.4,12,17,-9
CCCC[C@@H]1CN=C(N)N1CCc1cccc(F)c1,2,3,3,19,-14,21,-2,-2.1,2,7,-33
COc1ccccc1CNCc1cc(OC)c(OC)cc1OC,1,8,-4,10,9,-5,-6,-3.8,5,10,-19
N=c1c2c3c(sc2ncn1N)CCCCC3,-3,8,4,2,9,-5,10,1.5,4,13,-56
N#C/C(=C/c1ccc(O)c(O)c1)C(=O)NCc1ccc(Cl)cc1,2,24,0,8,7,10,-16,0.0,4,5,-15
CC(=O)Nc1nc(C)c(Oc2cccc(C(F)(F)F)c2)c(=O)[nH]1,0,27,6,7,1,1,-5,-0.5,1,26,6
CS(=O)(=O)Nc1cccc(C2=NN(C(=O)c3ccccc3)C(c3cccs3)C2)c1 (stereo unspecified),2,31,1,13,6,-3,7,-0.4,-9,13,-2
CCOc1ccc(C2N(c3cc(C)on3)C(=O)C3CCCN32)cc1OC (stereo unspecified),1,-1,1,-10,15,-19,-16,0.4,2,12,-9
CC1(C)Cc2c(cnn2-c2ccc(F)cc2)C(NC(=O)CCN2CCCC2=O)C1 (stereo unspecified),1,-100,-9,-28,-13,17,1,-0.4,-24,-117,-41
Cc1cc(Cl)cc(Cl)c1OCCN1CCCC1,0,-5,4,-10,0,14,-5,-0.6,5,10,-5
C=CC[n+]1c(-c2ccccc2)csc1NC(C)(C)C,4,11,-6,-8,16,-1,-8,0.5,-6,6,-19
CCNC(=O)N1C(=O)C2(OCCO2)c2ccccc21,-1,-2,-1,3,15,17,-9,-0.6,1,-3,10

# 5 records picked at random from the list so far, as already listed:
SMILES,NR2E3 ag-1,Peg3 prom inh,LMP1 NFkB inh,Shn3 3UTR inh,KKLEB tox,C8 TRAIL sens,CF NFkB inh,hiPSC survival,TRPM1 prom inh,HIF-2a inh,NR2E3 ag-2
N#C/C(=C/c1ccc(O)c(O)c1)C(=O)NCc1ccc(Cl)cc1,2,24,0,8,7,10,-16,0.0,4,5,-15
CC(NC(=O)c1ccc(C(C)(C)C)cc1)C(=O)O (stereo unspecified),6,6,3,0,11,-2,1,-1.2,4,0,3
CCN(CC)CCNS(=O)(=O)c1ccc(Cl)cc1,5,3,6,-15,-26,-19,-6,5.7,13,9,-19
CC(=O)Oc1ccc2occ(C(=O)c3ccccc3)c2c1,0,-307,.,.,21,2,-17,0.9,.,-37,-126
CS(=O)(=O)Nc1cccc(C2=NN(C(=O)c3ccccc3)C(c3cccs3)C2)c1 (stereo unspecified),2,31,1,13,6,-3,7,-0.4,-9,13,-2

# Screening results deposited in PubChem by several laboratories.
